Screening results: PubChem, NMMLSC
Rac1 wt modul: wildtype Rac1 GTP binding modulators, primary screen, biochemical, GST-Rac1 beads, flow cytometry, multiplex; Ras-related C3 botulinum toxin substrate 1 (Homo sapiens), P63000; fluorescent GTP binding; actives lie on both sides; 0 = cold GTP competed, 100 = untreated; GTP binding activity (% of control), % at 10 µM; 190,000 compounds, 0.27% hits; AID 757, 2007;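 active = GTP binding activity at least 20 points away from the 100% control level, either lower or higher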
Bcl-XL Bim block: inhibitors of Bim-Bcl-XL binding, primary screen, biochemical, multiplexed, bead flow cytometry, human Bcl-XL; 190,000 compounds, 0.04% hits; inhibition, % at 10 µM; Bim peptide-Bcl-XL binding, fluorescence; Bcl-2-like protein 1 (Homo sapiens), Q07817
Target sequence (Q07817 whole entry, looked up): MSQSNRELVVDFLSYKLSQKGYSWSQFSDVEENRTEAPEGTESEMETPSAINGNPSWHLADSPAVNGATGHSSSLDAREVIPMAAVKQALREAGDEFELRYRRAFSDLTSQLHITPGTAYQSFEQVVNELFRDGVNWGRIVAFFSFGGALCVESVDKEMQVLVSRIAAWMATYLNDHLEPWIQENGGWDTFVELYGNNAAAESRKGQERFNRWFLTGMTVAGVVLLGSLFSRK
Bim-Bcl-B: inhibitors of Bim-Bcl-B binding, primary screen, biochemical, multiplexed, human Bcl-2 family; Bcl-2-like protein 10 (Homo sapiens), Q9HD36; bead-based flow cytometry, Bim peptide-Bcl-B binding; inhibition, % at 10 µM; 190,000 compounds, 0.073% hits; AID 951, 2007;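 note: 0% = tracer peptide without compound and 100% = reference inhibitor peptide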
Bim-Bfl-1: inhibitors of Bim binding to Bfl-1, primary screen, biochemical, multiplexed, bead-based flow cytometry | Bcl-2-related protein A1 (Homo sapiens), Q16548 | Bim-Bfl-1 binding inhibition | inhibition, % at 10 µM | 190,000 compounds, 0.12% hits;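 note: 0% = wells without compound plus tracer and 100% = blocker peptide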
Rab2 wt GTP: modulators of GTP binding to Rab2A wildtype, primary screen, biochemical, dog, bead-based flow cytometry, multiplex; Ras-related protein Rab-2A (Canis lupus familiaris), P61105; GST-Rab2 wt beads, Bodipy-GTP binding; GTP binding activity, % at 10 µM; 190,000 compounds, 0.19% hits;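 active = GTP binding activity at least 20 points away from 100%, either lowered or raised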;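 note: 0% = beads with excess unlabeled GTP and 100% = no-compound control corrected for plate trend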
Rab7 wt modul: modulators of GTP binding to Rab7, primary screen, biochemical, wildtype, multiplex bead flow cytometry | Rab7 GTPase wild type (dog), Bodipy-FL-GTP binding | GST-Rab7 beads, fluorescent GTP binding; actives lie on both sides; untreated = 100%, excess cold GTP = 0% | GTP binding activity (percent of control), % at 10 µM | 190,000 compounds, 0.055% hits;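 active = fluorescent GTP binding to Rab7 beads changed by at least 20 points from the 100% baseline, either direction, mostly lower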;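 note: median green fluorescence of bound Bodipy-FL-GTP per Rab7 bead population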
Bim-Bcl-W: inhibitors of Bim binding to Bcl-W, primary screen, biochemical, multiplexed, bead-based flow cytometry; Bim peptide-Bcl-W binding; inhibition, % at 10 µM; 190,000 compounds, 0.02% hits; AID 952, 2007;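 note: 0% = bound tracer without compound and 100% = peptide blocker; higher means less fluorescent Bim peptide bound to Bcl-W beads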
Target sequence (Q92843 whole entry, looked up): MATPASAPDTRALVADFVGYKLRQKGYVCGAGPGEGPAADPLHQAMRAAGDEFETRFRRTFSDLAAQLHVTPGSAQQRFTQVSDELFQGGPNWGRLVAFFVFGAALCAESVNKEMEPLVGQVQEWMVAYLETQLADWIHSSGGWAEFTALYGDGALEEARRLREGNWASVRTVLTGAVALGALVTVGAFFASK
Bcl-2 Bim block: inhibitors of Bim-Bcl-2 binding, primary screen, biochemical, multiplexed, human Bcl-2 family; Bead-based flow cytometry, Bim peptide-Bcl-2 binding; inhibition, % at 10 µM; 190,000 compounds, 0.06% hits; AID 950, 2007; in the data active = inhibition above about 40%;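 note: 0% = no compound wells with probe peptide and 100% = reference peptide inhibitor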
Target sequence (P10415 whole entry, looked up): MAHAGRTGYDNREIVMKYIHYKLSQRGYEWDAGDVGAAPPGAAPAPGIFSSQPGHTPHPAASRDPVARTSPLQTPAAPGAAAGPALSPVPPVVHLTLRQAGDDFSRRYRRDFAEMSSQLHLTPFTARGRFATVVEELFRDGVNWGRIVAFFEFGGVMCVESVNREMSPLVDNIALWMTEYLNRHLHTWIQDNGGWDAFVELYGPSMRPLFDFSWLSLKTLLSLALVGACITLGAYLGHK
Cdc42 wt: modulators of GTP binding to wildtype Cdc42, primary screen, biochemical, multiplex bead flow cytometry, Bodipy-GTP; Cell division control protein 42 homolog (Homo sapiens), P60953; GST-Cdc42 beads; actives lie on both sides; percent activity (GTP binding), % at 10 µM; 190,000 compounds, 0.2% hits; AID 761, 2007;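 active = percent activity GTP binding at least 20 points away from the 100% baseline, either down as inhibitor or up as activator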;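 note: median bead fluorescence of bound Bodipy-FL-GTP at 100 nM; 0% = excess unlabeled GTP control and 100% = no compound control; below 100% means less GTP binding so inhibitor and above means activator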
Target sequence (P60953 whole entry, looked up): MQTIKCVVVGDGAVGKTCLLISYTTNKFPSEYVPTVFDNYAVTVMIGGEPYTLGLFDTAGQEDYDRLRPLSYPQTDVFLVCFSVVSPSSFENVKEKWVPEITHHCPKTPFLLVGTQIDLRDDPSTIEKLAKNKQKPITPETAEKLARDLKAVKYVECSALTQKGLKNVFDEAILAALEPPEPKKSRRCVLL
HRas wt GTP bind: modulators of GTP binding to HRas wildtype, primary screen, biochemical, bead-based flow cytometry, multiplex; GST-Ras wt beads, Bodipy-FL-GTP binding; actives lie on both sides; GTP binding activity, % at 10 µM; 190,000 compounds, 0.14% hits; AID 759, 2007;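 active = GTP binding activity at least 20% away from the 100% baseline, either lowered as inhibitor or raised as activator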;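 note: 0% = unlabeled GTP competition control and 100% = no-compound control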
Target sequence (P01112 whole entry, looked up): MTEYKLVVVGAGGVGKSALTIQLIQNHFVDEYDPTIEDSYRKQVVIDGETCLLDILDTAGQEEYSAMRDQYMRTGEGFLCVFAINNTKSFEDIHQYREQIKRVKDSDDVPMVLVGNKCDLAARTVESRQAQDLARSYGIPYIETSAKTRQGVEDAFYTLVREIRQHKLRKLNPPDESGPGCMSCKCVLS
Rac1 act GTP bind: GTP binding modulators of activated mutant Rac1, primary screen, biochemical, bead-based flow cytometry, multiplex, fluorescent GTP; Ras-related C3 botulinum toxin substrate 1 (Homo sapiens), P63000; GST-Rac1 activated beads; actives lie on both sides; 100% means binding = to untreated wells; percent activity (GTP binding), % at 10 µM; 190,000 compounds, 0.11% hits;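 active = GTP binding at least 20 percentage points away from the 100% baseline, in either direction, so actives lie on both sides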
The depositor's hits bear a star; & = joins results of further samples. Cut-off read from the data, not from the text of the source, unless noted: active = inhibition above about 40%.

Each structure is followed by: Rac1 wt modul | Bcl-XL Bim block | Bim-Bcl-B | Bim-Bfl-1 | Rab2 wt GTP | Rab7 wt modul | Bim-Bcl-W | Bcl-2 Bim block | Cdc42 wt | HRas wt GTP bind | Rac1 act GTP bind
O=C(NC(C(=O)NCCN1CCOCC1)C12CC3CC(CC(C3)C1)C2)C1CCCCC1 (stereo not given)
 : 101 | -2 | 0 | -2 | 100 | 99 | -1 | -2 | 103 | 100 | 97
Cc1ccc(-c2csc3nnc(SCC(=O)Nc4nsc(-c5ccccc5)n4)n23)cc1
 : 110 | -4 | -9 | -5 | 99 | 104 | 4 | -4 | 103 | 102 | 100
Cc1cc(C)nc(NC(=O)CN2C(=O)c3ccccc3C2=O)n1
 : 105 | -3 | -7 | -16 | 104 | 98 | -1 | -12 | 104 | 102 | 98
COc1ccccc1-c1nc(-c2ccccc2)nc(N2CCN(C)CC2)c1C#N
 : 98 | -1 | -1 | -4 | 92 | 93 | -2 | 0 | 103 | 94 | 95
COc1cc(NC(=O)c2ccccc2)c(OC)cc1NC(=O)CN1CCCCC1
 : 104 | -3 | -4 | 0 | 101 | 102 | 0 | 3 | 102 | 102 | 99
C/C(=N/NC(=O)c1ccc(Br)o1)c1cccc(NC(=O)c2ccc(C)o2)c1
 : 99 | -8 | -3 | -3 | 98 | 99 | -5 | -4 | 99 | 100 | 99
Cc1c(Br)c([N+](=O)[O-])nn1CC(=O)NCC1CCCO1 (stereo not given)
 : 101 | -1 | 0 | -2 | 97 | 98 | 4 | -3 | 99 | 100 | 97
COC(c1ccccc1)c1nnc(CCC(=O)NCc2ccc3ncccc3c2)o1 (stereo not given)
 : 100 | -3 | -1 | -5 | 98 | 95 | -2 | 0 | 99 | 97 | 96
CC(=O)Nc1ccc(NC(=O)COC(=O)[C@@H](NC(=O)c2ccc(F)cc2)C(C)C)cc1
 : 101 | -3 | -5 | -5 | 102 | 107 | -2 | -3 | 96 | 98 | 95
O=C(CC1SC(=Nc2ccccc2F)N(CCN2CCOCC2)C1=O)Nc1ccc(F)cc1F (stereo not given)
 : 98 | -2 | -3 | -5 | 97 | 101 | 0 | -4 | 94 | 98 | 95
COc1ccc(S(=O)(=O)N2CCC(C(=O)Nc3ccc(F)cc3)CC2)c2cccnc12
 : 98 | -3 | -4 | -7 | 97 | 95 | -1 | 0 | 97 | 96 | 98
O=C(NNC(=O)c1ccccc1Cl)c1cccs1
 : 105 | -4 | 0 | -4 | 102 | 98 | -4 | 0 | 103 | 102 | 99
CCOC(=O)c1ccccc1NC(=S)N1CCC(C(N)=O)CC1
 : 101 | -6 | -12 | -6 | 103 | 106 | -2 | -6 | 97 | 101 | 98
Cc1ccc(CCNC(=O)C2CCC(CNc3c(N4CCC(C)CC4)c(=O)c3=O)CC2)cc1 (stereo not given)
 : 106 | -4 | -5 | 2 | 99 | 93 | -3 | 0 | 100 | 98 | 99
Cc1cc(NC(=O)CSc2ccc3ccccc3c2)no1
 : 100 | -4 | -10 | -11 | 98 | 98 | -3 | -9 | 99 | 98 | 97
OC(COc1cccc(OCC(O)CN2CCOCC2)c1)CN1CCOCC1 (stereo not given)
 : 106&100 | -5&-5 | -3&-3 | -7&-1 | 94&99 | 92&98 | -2&-2 | -5&-4 | 103&98 | 102&98 | 99&96
COc1cc(CN2CCC(CO)(CCOc3ccccc3)CC2)cc(OC)c1OC
 : 101 | 0 | -4 | -7 | 93 | 102 | 0 | -4 | 96 | 99 | 94
C1CC1Cc1noc(CN2CCN(CC3CC3)CC2)n1
 : 98 | -5 | -6 | -8 | 99 | 99 | -3 | -1 | 93 | 96 | 94
COc1ccnc(Oc2ccccc2)n1
 : 103 | 1 | 0 | 0 | 100 | 101 | 0 | 0 | 101 | 102 | 102
Cc1ccc(OCC(=O)Nc2cc(-c3nn4c(C)nnc4s3)ccc2C)cc1
 : 100 | 1 | -3 | -6 | 95 | 94 | -1 | -8 | 97 | 97 | 96
CN1CCCc2cc3c(C(F)(F)F)cc(=O)oc3nc21
 : 104 | -2 | -8 | -10 | 99 | 97 | 1 | -9 | 104 | 100 | 101
COc1ccccc1C1OC(c2cccc([N+](=O)[O-])c2)=NN1C(C)=O (stereo not given)
 : 102 | -1 | 0 | -2 | 103 | 105 | 4 | 0 | 96 | 101 | 95
O=C(Cc1cccc2ccccc12)N/N=C/c1ccncc1
 : 101 | -2 | -7 | -7 | 99 | 100 | -2 | -3 | 102 | 98 | 99
CN(C)c1ccc(N=C/C=C2/N(C)c3ccccc3C2(C)C)cc1
 : 102 | -7 | -2 | 2 | 98 | 98 | -2 | -1 | 102 | 98 | 97
CC(NC(=O)NC1CCCCC1)C(c1cccs1)N1CCN(Cc2ccccc2)CC1 (stereo not given)
 : 101 | -4 | -10 | -11 | 99 | 102 | -2 | -9 | 98 | 100 | 96
Cc1ccc(NC(=S)N(CCN(C)C)Cc2cccs2)cc1
 : 99 | -7 | -12 | -6 | 96 | 99 | -1 | -3 | 100 | 98 | 94
COc1ccc(S(=O)(=O)N(C)CC(=O)NC2CCCC2)cc1Cl
 : 100 | -17 | -14 | -13 | 99 | 100 | 0 | -6 | 98 | 100 | 100
C#CC(C)(C)NC(=O)c1ccccc1OC
 : 94 | -3 | -4 | -4 | 95 | 97 | -1 | -1 | 96 | 98 | 94
Cn1c(=O)c(=O)n(C)c2cc(S(=O)(=O)NCCc3ccccc3)ccc21
 : 98 | -14 | -9 | -15 | 96 | 98 | -1 | -16 | 100 | 99 | 97
COc1ccc(-c2c3c(=O)n(C)c(=O)n(C)c3cn2C2CCCCC2)cc1
 : 99 | -3 | -4 | -2 | 96 | 99 | -2 | -3 | 98 | 100 | 95

Some of the entries so far, with each value named.
> COc1ccccc1C1OC(c2cccc([N+](=O)[O-])c2)=NN1C(C)=O (stereo not given)
- Rac1 wt modul: 102
- Bcl-XL Bim block: -1
- Bim-Bcl-B: 0
- Bim-Bfl-1: -2
- Rab2 wt GTP: 103
- Rab7 wt modul: 105
- Bim-Bcl-W: 4
- Bcl-2 Bim block: 0
- Cdc42 wt: 96
- HRas wt GTP bind: 101
- Rac1 act GTP bind: 95

> COc1ccc(S(=O)(=O)N2CCC(C(=O)Nc3ccc(F)cc3)CC2)c2cccnc12
- Rac1 wt modul: 98
- Bcl-XL Bim block: -3
- Bim-Bcl-B: -4
- Bim-Bfl-1: -7
- Rab2 wt GTP: 97
- Rab7 wt modul: 95
- Bim-Bcl-W: -1
- Bcl-2 Bim block: 0
- Cdc42 wt: 97
- HRas wt GTP bind: 96
- Rac1 act GTP bind: 98

The listing continues:
Each structure is followed by: Rac1 wt modul | Bcl-XL Bim block | Bim-Bcl-B | Bim-Bfl-1 | Rab2 wt GTP | Rab7 wt modul | Bim-Bcl-W | Bcl-2 Bim block | Cdc42 wt | HRas wt GTP bind | Rac1 act GTP bind
CCOc1ccc2nc(Nc3nc(CSc4nnnn4-c4ccccc4)cc(=O)[nH]3)nc(C)c2c1
 : 105 | 2 | -2 | -8 | 100 | 100 | 4 | -3 | 104 | 103 | 101
Cc1cc(C(=O)OCC(=O)NCc2ccccc2Cl)c(C)o1
 : 96 | -4 | -6 | -5 | 98 | 100 | -2 | -3 | 96 | 98 | 94
Cc1nc2c3cc(F)ccc3n(Cc3ccc(F)cc3)c2s1
 : 105 | -3 | -8 | -10 | 103 | 103 | -3 | -5 | 103 | 101 | 101
CCOC(=O)c1cc(C(=O)OCC)c2cccc(C)n2c1=O
 : 104 | -2 | -6 | -12 | 100 | 98 | 4 | -8 | 104 | 102 | 101
Cc1cc(C(=O)NCCC2=CCCCC2)c(C)o1
 : 101 | -1 | -5 | -2 | 102 | 102 | 2 | -9 | 99 | 100 | 99
CCOC(=O)/C(=C/c1ccc(N2CCC(c3ccccc3)=N2)cc1)C(C)=O
 : 103 | 0 | -11 | 6 | 95 | 98 | 0 | 1 | 100 | 97 | 95
Cc1cc2ccccc2n1CCNC(=O)C(C)C
 : 96 | -1 | -5 | -8 | 96 | 96 | -3 | -2 | 94 | 97 | 96
Cn1c(NCc2ccco2)nc2c1c(=O)n(Cc1ccc(Cl)cc1Cl)c(=O)n2C
 : 100 | -2 | -7 | -12 | 98 | 99 | 3 | -6 | 96 | 97 | 100
CCC1=NC(c2ccc(Br)cc2)N(O)C1(C)C (stereo not given)
 : 98 | -2 | -3 | -5 | 100 | 96 | -2 | -1 | 100 | 100 | 99
CCN1C(=O)C(F)(CC)C(=O)c2ccccc21 (stereo not given)
 : 102 | -5 | -6 | -5 | 99 | 100 | -2 | -6 | 102 | 97 | 100
O=C(Nc1ccc(S(=O)(=O)Nc2ccccc2)cc1)C1COc2ccccc2O1 (stereo not given)
 : 104 | -6 | -6 | -3 | 99 | 93 | -4 | -5 | 99 | 99 | 99
Cc1c(Cl)cccc1NC(=O)Nc1ccccc1C(N)=O
 : 96 | -1 | -4 | -5 | 100 | 104 | 0 | 0 | 100 | 100 | 97
Cc1cccc(-n2c(SCC(N)=O)nc3c(c2=O)C2(CCCCC2)Cc2ccccc2-3)c1
 : 101 | -5 | -7 | 3 | 96 | 100 | 0 | 1 | 96 | 98 | 95
O=C(NCc1cccnc1)C1CC(=O)N(c2ccc(Cl)cc2)C1 (stereo not given)
 : 98 | 0 | 2 | 3 | 95 | 96 | 1 | 3 | 96 | 96 | 96
Cc1[nH]nc2c1C(CCc1ccccc1)C(C#N)=C(N)O2 (stereo not given)
 : 101 | -7 | -9 | 0 | 97 | 99 | -4 | -6 | 103 | 100 | 96
CC(=O)Cc1nsc(NC(=O)c2ccc(COc3ccccc3)o2)n1
 : 100 | 0 | -1 | -1 | 97 | 95 | -2 | 0 | 97 | 97 | 98
Nc1nnc(SCCCC(=O)c2ccc(Br)cc2)s1
 : 105 | -8 | -9 | -16 | 100 | 97 | -6 | -9 | 101 | 99 | 100
COc1ccccc1NC(=O)N1CCc2[nH]c3ccc(Cl)cc3c2C1
 : 105 | -4 | -3 | -12 | 101 | 102 | 3 | -6 | 105 | 103 | 101
COc1cc(NC(=O)C2CCCCC2)c2ncccc2c1
 : 106 | 3 | -8 | -9 | 100 | 104 | 3 | -8 | 99 | 102 | 99
CC1=NN(c2ccccc2)C(=O)/C1=C\c1c(C)[nH]n(-c2ccccc2)c1=O
 : 99 | -9 | -13 | -16 | 94 | 98 | -2 | -9 | 101 | 97 | 97
O=C(Nc1ccc(S(=O)(=O)Nc2ncccn2)cc1)c1cnc(Cl)c(Cl)c1
 : 95 | -5 | -5 | -6 | 98 | 106 | -3 | -4 | 97 | 98 | 95
OCCSc1nncn1/N=C/c1c[nH]c2ccccc12
 : 101 | -5 | 0 | 0 | 99 | 94 | -1 | -2 | 101 | 100 | 99
